AID2073: disruptors of CaV2.2 binding to Mint1 – biochemical, HTRF (AID 2073) | inhibition, % at 20 µM, or IC50 in µM where a hit was titrated | HTRF protein-protein interaction, Mint1-CaV2.2; higher % means a stronger effect | 290,000 compounds, 0.19% hits; in the data active = inhibition mostly above about 51%, no sharp cut-off; inconclusive = no clear call, values can overlap the other calls; inactive = mostly below about 53%; note: some results filed as inactive read as strong as hits
M1AAP inhibition: P. falciparum M1AAP inhibitors, biochemical, fluorogenic H-Leu-NHMec substrate, 1536-well (AID 1445); recombinant M1AAP, H-Leu-NHMec fluorogenic kinetic assay; higher % means a stronger effect; inhibition, % at 30 µM, or IC50 in µM where a hit was titrated; 220,000 compounds, 0.42% hits;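 active = primary inhibition above the hit cutoff, then over 50% inhibition at one or more dose response concentrations, cut at about 23% in these data, passing the limit was not always enough; inconclusive = conflicting primary data, or primary hits not chosen for dose response; inactive = low primary inhibition, or under 50% at every dose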;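 note: plate controls were DMSO full reaction for no effect and no enzyme background for full effect; strong numbers were not always called active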
P. falciparum M17LAP: P. falciparum M17LAP inhibitors, primary screen, biochemical, fluorogenic H-Leu-NHMec substrate, 1536-well (AID 1619) | recombinant M17LAP, H-Leu-NHMec fluorogenic kinetic assay; higher % means a stronger effect | inhibition, % at 30 µM; hits with a dose series show IC50 in µM | 220,000 compounds, 0.38% hits;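 active = compound inhibiting the enzyme by more than half at any dose during confirmatory dose-response retesting; inconclusive = strong single-dose inhibitors picked by rank but not retested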;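 note: plate controls were full reaction with DMSO carrier for no effect and no enzyme background for full effect; strong numbers were not always called active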
Siah-1 displacement: blockers of Siah-1 interaction with plectin peptide – biochemical, fluorescence polarization, rhodamine-plectin, uHTS, primary screen (AID 1817); 290,000 compounds, 0.02% hits; displacement, % at 20 µM, or IC50 in µM where a hit was titrated; Siah-1 / rhodamine-plectin peptide fluorescence polarization; higher % means a stronger effect;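 active = displacement of at least 50% at 20 µM, with a fluorescence ratio check between 0.3 and a set limit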;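 note: plate controls were Siah plus tracer with DMSO for no effect and tracer alone without Siah for full effect; strong numbers were not always called active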
LYP inhibition: inhibitors of LYP phosphatase, biochemical, fluorescence intensity, uHTS (AID 1779). recombinant LYP phosphatase, fluorescence intensity; higher % means a stronger effect. one-dose inhibition, % at 11.5 µM; IC50 in µM for titrated hits. 290,000 compounds, 0.054% hits;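 note: plate controls were vehicle with enzyme for no effect and no enzyme for full effect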
NOD2 inhibition: inhibition of NOD2-driven NF-kB reporter – cell-based, luminescence, uHTS, HEK293 (AID 1566); one-dose inhibition, % at 4 µM; EC50 in µM for titrated hits; 290,000 compounds, 0.63% hits; HEK293 NOD2/NF-kB luciferase reporter, luminescence; higher % means a stronger effect; note: many of its hits are not listed in these tables
CSM14.1 death rescue: rescue of cells from ER stress-induced death, primary screen, 384-well, CSM14.1, thapsigargin, ATP luminescence (AID 1222) | 190,000 tested, under 10 active | cellular ATP content (survival), % at 20 µM; hits with a dose series show EC50 in µM | CSM14.1 thapsigargin-induced death rescue, ATP luminescence; higher % means a stronger effect;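 active = EC50 below 50 µM in the dose-response confirmation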;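 note: death triggered by thapsigargin at about 15 µM added after 2 h compound pretreatment; cell ATP read after overnight thapsigargin exposure of roughly 18 to 22 hours; normalized against plate controls of thapsigargin alone and 5% DMSO vehicle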
Hep lipid drop: hepatic lipid droplet formation modulation. AML12 mouse hepatocytes, oleate lipid droplets, BODIPY imaging. inhibition, % at 6.5 µM. 240,000 compounds, 0.4% hits. AID 1656;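 active = lipid droplet intensity inhibited by at least 50%, with more than 500 cells counted; inconclusive = wells with under 300 cells, treated as cytotoxic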
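Test system: AML12 hepatocytes (mouse); reagent: oleate loading, 100 µM; dosing: one dose, 6.5 µM compound; incubation: overnight exposure; signal: fluorescence imaging, 20x objective, two fields per well; read-out basis: % inhibition of corrected integrated BODIPY droplet signal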
XIAP antagonists: XIAP antagonists, biochemical, IAP family, fluorescence polarization (AID 1018). XIAP BIR domain, fluorescence polarization peptide displacement; higher % means a stronger effect. displacement, % at 20 µM, or IC50 in µM where a hit was titrated. 200,000 compounds, 0.007% hits; in the data active = displacement above about 50%; note: a part of the inactive calls stands beside numbers as strong as those of hits
Hep lipid drop cells 6.5 µM: further read-out of Hep lipid drop, marked with its call; cell count; measured here: cell count, cytotoxicity flag;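 cells counted across two imaged fields per well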
An asterisk follows results filed as active; u = inconclusive; x = not tested or not shown. Cut-off read from the data, not from the text of the source, unless noted: active = inhibition above about 50%; inactive = the rest.

The line under a structure holds: AID2073 | M1AAP inhibition | P. falciparum M17LAP | Siah-1 displacement | LYP inhibition | NOD2 inhibition | CSM14.1 death rescue | Hep lipid drop | Hep lipid drop cells 6.5 µM | XIAP antagonists
> CN=CC1=C(O)C(C(=O)OC)C(C)(C)CC1=O (stereo unspecified)
    3% | 7% | -13% | 1% | -3% | 12% | -0.8% | 10 | 762 | -6.2%
> CCCc1nnc(NC(=O)C(C)N2C(=O)C3C4C=CC(C4)C3C2=O)s1 (stereo unspecified)
    11% | 3% | 2% | 5% | -4% | 6% | 3.6% | -12 | 702 | -0.9%
> CCOc1ccc(OCC(=O)Nc2ccc(OC)cc2)cc1
    -3% | -2% | 0% | -2% | -5% | 4% | 0.4% | -11 | 726 | -3.8%
> CCC(=O)NC(=S)Nc1cc(C(=O)O)ccc1OC
    1% | -1% | 1% | -6% | -12% | 21% | 1.1% | 12 | 720 | -2.3%
> C=CCSc1nc(C)cc(C(=O)OCC)c1C#N
    -1% | 1% | -15% | -7% | -1% | 6% | x | -4 | 681 | x
> CCCN(c1ccc(C(C)C)cc1)S(=O)(=O)c1c(C)[nH]c(=O)[nH]c1=O
    -6% | 0% | 1% | 2% | 1% | -8% | -0.6% | x | x | -7.5%
> CCOc1ccccc1OCCOc1ccccc1CC
    -6% | -5% | 6% | 3% | -7% | 16% | -0.1% | x | x | -0.9%
> C/C(=N\NC(=O)CN1CCN(S(=O)(=O)c2ccc(C)cc2)CC1)c1cccnc1
    -2% | 9% | 1% | 2% | -5% | 9% | 0.2% | 5 | 575 | -4.2%
> CC(/C=C/c1ccccc1)=N/NC(=O)CNC(=O)c1ccccc1F
    1% | 4% | 9% | 2% | -5% | 18% | 5.1% | 34 | 783 | -4.1%
> NC(=O)CC(NC(=O)Cc1cccc2ccccc12)c1ccc(NCc2ccc(F)cc2)c([N+](=O)[O-])c1 (stereo unspecified)
    -2% | 5% | -4% | 11% | -5% | -9% | x | 4 | 766 | x
> CC(=O)c1ccc(/C=C/c2nc3ccccc3n2C)o1
    u | 8% | -152% | 3% | -9% | -98% | x | 9 | 705 | x
> Cc1nn(-c2ccc(F)cc2)c(Cl)c1/C=C/C(=O)N1CCNC(=O)C1
    15% | 1% | 19% | 3% | -4% | 10% | -2.4% | 2 | 757 | -0.8%
> O=C(Nc1ccccc1F)c1ccc(CNS(=O)(=O)c2cccc(C(F)(F)F)c2)cc1
    10% | 1% | 2% | 6% | -4% | 0% | 0.5% | 3 | 789 | 0.1%
> CN(Cc1cnn(C)c1)Cc1nc(COc2ccccc2)no1
    -2% | 1% | 2% | 13% | -5% | 0% | 1.0% | 19 | 679 | -2.0%
> Cc1cc(C(=O)COC(=O)CCc2nc3ccccc3s2)c(C)n1C
    -8% | -1% | 16% | 11% | -2% | 14% | -2.6% | 4 | 664 | -3.8%
> CCOc1cc(CNCCSc2nnnn2C)cc(Br)c1OCc1ccccc1F
    3% | -3% | -5% | 5% | -7% | 30% | -2.1% | x | x | -0.5%
> O=C(Nc1nccs1)c1ccc(NC(=O)c2ccco2)cc1
    0% | 3% | 9% | 4% | -4% | -45% | 3.8% | -2 | 766 | -3.7%
> Cc1ccc(Nc2nc(C)c(CCC(C)C)c(=O)[nH]2)cc1
    -6% | -4% | -14% | 2% | 5% | -9% | 1.3% | x | x | -3.3%
> CCOC(=O)COc1ccc2c(=O)c(-c3ccccc3OC)coc2c1
    36% | 1% | -6% | 16% | -5% | 11% | -1.2% | -15 | 643 | 0.8%
> CCN(CC)S(=O)(=O)c1ccc(NC(=O)CCNC(=O)c2ccccc2)cc1
    10% | x | x | -1% | -9% | 11% | x | x | x | x

A run of entries taken from the entries so far, as a working copy:
The line under a structure holds: AID2073 | M1AAP inhibition | P. falciparum M17LAP | Siah-1 displacement | LYP inhibition | NOD2 inhibition | CSM14.1 death rescue | Hep lipid drop | Hep lipid drop cells 6.5 µM | XIAP antagonists
> O=C(Nc1ccccc1F)c1ccc(CNS(=O)(=O)c2cccc(C(F)(F)F)c2)cc1
    10% | 1% | 2% | 6% | -4% | 0% | 0.5% | 3 | 789 | 0.1%
> CN(Cc1cnn(C)c1)Cc1nc(COc2ccccc2)no1
    -2% | 1% | 2% | 13% | -5% | 0% | 1.0% | 19 | 679 | -2.0%
> Cc1cc(C(=O)COC(=O)CCc2nc3ccccc3s2)c(C)n1C
    -8% | -1% | 16% | 11% | -2% | 14% | -2.6% | 4 | 664 | -3.8%
> CCOc1cc(CNCCSc2nnnn2C)cc(Br)c1OCc1ccccc1F
    3% | -3% | -5% | 5% | -7% | 30% | -2.1% | x | x | -0.5%
> O=C(Nc1nccs1)c1ccc(NC(=O)c2ccco2)cc1
    0% | 3% | 9% | 4% | -4% | -45% | 3.8% | -2 | 766 | -3.7%
> Cc1ccc(Nc2nc(C)c(CCC(C)C)c(=O)[nH]2)cc1
    -6% | -4% | -14% | 2% | 5% | -9% | 1.3% | x | x | -3.3%
> CCOC(=O)COc1ccc2c(=O)c(-c3ccccc3OC)coc2c1
    36% | 1% | -6% | 16% | -5% | 11% | -1.2% | -15 | 643 | 0.8%
> CCN(CC)S(=O)(=O)c1ccc(NC(=O)CCNC(=O)c2ccccc2)cc1
    10% | x | x | -1% | -9% | 11% | x | x | x | x

Continued.
The line under a structure holds: AID2073 | M1AAP inhibition | P. falciparum M17LAP | Siah-1 displacement | LYP inhibition | NOD2 inhibition | CSM14.1 death rescue | Hep lipid drop | Hep lipid drop cells 6.5 µM | XIAP antagonists
> O=C(CCN1CCCC1Cc1ccccc1)c1ccc2c(c1)OCCO2 (stereo unspecified)
    -4% | -7% | 1% | -1% | -1% | 3% | -2.6% | 14 | 724 | -3.1%
> CCC(C(=O)Nc1ccon1)c1ccccc1 (stereo unspecified)
    0% | x | x | -4% | -11% | 9% | x | 6 | 884 | x
> O=C1/C(=C\c2ccco2)SC(=S)N1c1ccccc1
    13% | 15% | -4% | 24% | 2% | -2% | -0.5% | 16 | 749 | -4.7%
> CCOC(=O)C1=C(C)NC(=O)NC1c1ccc(Br)s1 (stereo unspecified)
    4% | 1% | 5% | 9% | -5% | 26% | 1.4% | -2 | 842 | -9.4%
> Cc1ccc(-n2c(C)cc(C(=O)COc3c(CO)cc(F)cc3CO)c2C)cc1C
    8% | -1% | 11% | 0% | -2% | 24% | -4.0% | 0 | 628 | -4.5%
> CCN1CCN(c2nn3c(=O)c4ccccc4nc3c3ccccc23)CC1
    13% | 8% | 4% | 1% | -5% | 5% | -0.6% | x | x | 0.9%
> COCCCNC(=O)c1ccccc1N(Cc1ccccc1)S(=O)(=O)c1ccccc1
    4% | x | x | 2% | -11% | -29% | x | -4 | 846 | x
> O=C1c2ccccc2C(=O)c2c1oc(C(F)(F)F)c2C(=O)c1ccccc1
    7% | 4% | -3% | -2% | 0% | 77%* | -2.9% | x | x | -5.6%
> Cc1cc(C)n(Cc2cc(C(=O)O)c3ccccc3n2)n1
    25% | 3% | 10% | 6% | -8% | -4% | -3.6% | 7 | 734 | -2.8%
> Fc1ccccc1CNc1nc(-c2cccnc2)nc2ccccc12
    15% | x | x | -2% | 1% | -74% | x | -3 | 796 | x
> CC(C)CCn1c(Cl)nc2c1c(=O)n(C)c(=O)n2C
    13% | -1% | 1% | 6% | -8% | 18% | 3.6% | x | x | -2.8%
> COc1ccc(NC(=O)Cn2nc(Cc3cccnc3)c3ccccc3c2=O)c(OC)c1
    0% | 6% | 4% | -4% | -12% | -17% | x | 11 | 709 | x
> CC(C)COc1cccc(-c2cc(C(=O)N/N=C/c3ccncc3)c3ccccc3n2)c1
    10% | x | x | 8% | 2% | -122% | x | -20 | 656 | x
> CCc1nnc(NC(=O)CCC(=O)NCc2ccccc2Cl)s1
    1% | x | x | 0% | -14% | -2% | x | 6 | 747 | x
> CCOc1ccc(-c2noc(-c3ccncc3)n2)cc1OCC
    -25% | 10% | -1% | 1% | 0% | 0% | -4.3% | -1 | 670 | -0.5%
> Cc1cc(C)n2c(SCC(=O)N(C)C3CCCCC3)nnc2n1
    13% | 7% | 1% | 5% | -8% | -6% | 0.8% | -16 | 710 | -1.2%
> Cc1cc(Nc2nc3ccccc3nc2Cl)n(-c2ccccc2C)n1
    8% | -3% | 2% | 0% | -4% | -1% | 0.1% | x | x | -2.1%
> CCCCC(=O)NC(c1ccccc1Cl)c1c(O)ccc2ccccc12 (stereo unspecified)
    5% | 14% | 4% | 0% | 10% | -18% | -1.9% | -20 | 581 | -40%
> CCOc1ccccc1NC(=S)NCc1cccn1C
    -18% | 2% | 0% | 6% | -3% | 8% | -7.3% | -5 | 706 | -3.5%
> CCN(CCNC(=O)c1ccc(C#N)cc1)c1cccc(C)c1
    -2% | x | x | -3% | -7% | -8% | x | -19 | 872 | x
> COc1ccc(C2Nc3ccccc3C(=O)N2NS(=O)(=O)c2ccc(C)cc2)cc1OC (stereo unspecified)
    12% | x | x | -5% | -10% | -6% | x | -8 | 816 | x
> Cc1c(Nc2ncnc3nc[nH]c23)c(=O)n(-c2ccccc2)n1C
    0% | -2% | -1% | 6% | -5% | 7% | x | 3 | 674 | -6.6%
> CSc1cccc(NC(=O)C(=O)NCc2ccccc2)c1
    19% | 2% | 0% | 17% | -4% | 5% | x | 14 | 752 | x
> Cc1c[n+](CC(=O)c2ccccc2)cs1
    6% | x | x | 9% | -8% | 12% | x | -4 | 804 | x
> CC(C)CC(NC(=O)c1ccc(Cl)cc1)C(=O)O (stereo unspecified)
    5% | 0% | 7% | -2% | -11% | 20% | 1.3% | 6 | 760 | -3.0%
> COc1ccc(CNC(=O)C2CCN(c3cc(C(=O)Nc4cccc(OC)c4)ccn3)CC2)cc1
    22% | x | x | -3% | -7% | 14% | x | -64 | 793 | x
> O=C(CN(C(=O)Cn1nnc(-c2ccc(F)cc2)n1)c1cccc(F)c1)NC1CCCC1
    11% | x | x | 5% | -6% | 29% | x | -2 | 786 | x
> Cc1ccccc1C1CC(c2ccc(Br)cc2)Nc2nc(N)nn21 (stereo unspecified)
    17% | 5% | -6% | 6% | -1% | 8% | -1.1% | 1 | 708 | -5.2%
> COc1ccc(NC(=O)CSc2nnc(Cn3cnc4ccccc43)n2C)cc1
    2% | -1% | 8% | 1% | -2% | -4% | -2.3% | -4 | 722 | -5.1%

Screening results as filed in PubChem.

Not all compounds are listed; the hit share may differ from the screen's.
